From PubChem
FBW7 act: human FBW7 E3 ligase activation, primary screen; AID 1259310; AlphaScreen FBW7–phospho-cyclin E peptide binding, activator screen; normalized activity (activation), % at 26.1 µM; 650,000 tested, 0.13% active; Q969H0; in the data active means normalized activity above about 1.9%;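 further: purified mutant Fbw7 with reduced substrate affinity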
MITF inh: inhibitors of human MITF; 650,000 tested, 0.91% active; inhibition, % at 2.6 µM; AlphaScreen MITF homodimerization, bead proximity signal; O75030; in the data active means inhibition above about 50%;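 further: 0% = vehicle wells with protein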
Target sequence (O75030 whole entry, looked up): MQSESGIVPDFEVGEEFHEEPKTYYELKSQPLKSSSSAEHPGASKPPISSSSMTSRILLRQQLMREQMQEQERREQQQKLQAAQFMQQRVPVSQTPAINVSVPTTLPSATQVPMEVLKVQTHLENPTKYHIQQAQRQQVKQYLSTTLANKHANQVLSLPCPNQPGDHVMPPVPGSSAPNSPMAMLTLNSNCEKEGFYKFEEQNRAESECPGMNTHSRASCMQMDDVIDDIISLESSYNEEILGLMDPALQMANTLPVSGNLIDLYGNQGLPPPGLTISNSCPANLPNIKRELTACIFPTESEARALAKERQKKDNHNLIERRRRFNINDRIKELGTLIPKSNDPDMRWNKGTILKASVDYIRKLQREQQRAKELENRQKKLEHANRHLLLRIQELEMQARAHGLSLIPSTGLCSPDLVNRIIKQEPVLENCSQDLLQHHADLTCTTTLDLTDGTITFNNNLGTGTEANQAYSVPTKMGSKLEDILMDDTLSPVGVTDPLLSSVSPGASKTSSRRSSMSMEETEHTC
GPR151 activ: human GPR151 activation; PathHunter beta-arrestin GPR151 cells, luminescence; activation, % at 11.2 µM; 650,000 tested, 1% active; Q8TDV0; in the data active means activation above about 4.9%;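 further: 0% = median of compound wells and 100% = cells with positive control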
Target sequence (Q8TDV0 whole entry, looked up): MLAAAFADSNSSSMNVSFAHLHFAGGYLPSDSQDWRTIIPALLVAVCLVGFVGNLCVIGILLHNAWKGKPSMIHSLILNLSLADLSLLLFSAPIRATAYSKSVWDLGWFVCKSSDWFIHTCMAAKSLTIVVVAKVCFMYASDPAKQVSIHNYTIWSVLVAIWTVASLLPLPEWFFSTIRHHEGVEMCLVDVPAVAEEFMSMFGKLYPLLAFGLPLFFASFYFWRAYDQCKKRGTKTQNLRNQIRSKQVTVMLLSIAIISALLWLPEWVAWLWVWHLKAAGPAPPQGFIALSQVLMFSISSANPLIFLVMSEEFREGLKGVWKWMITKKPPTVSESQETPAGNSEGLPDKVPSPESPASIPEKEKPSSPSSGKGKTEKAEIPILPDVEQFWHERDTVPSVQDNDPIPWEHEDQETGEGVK
TEAD-YAP block: TEAD-YAP interaction inhibition; HEK-TIYL cells, TEAD-Gal4/YAP UAS-luciferase luminescence; inhibition, % at 9.12 µM; AID 1259422; 640,000 tested, 1.4% active; in the data active means inhibition above about 32%;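 further: 0% = median of test compound wells and 100% = reference inhibitor wells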
* = called active by the depositor; nt = not tested or not shown; & = joins results of further samples.

nr | canonical_smiles | FBW7 act | MITF inh | GPR151 activ | TEAD-YAP block
1 | CC(c1ccon1)N(C)C(=O)c1cc(COc2cccc3cnccc23)on1 (stereo not given) | 0.0 | 14.5 | -0.6 | 34.2*
2 | Cc1cc(C)c(C)c(S(=O)(=O)N2Cc3ccccc3CC2C(=O)OCC(N)=O)c1C (stereo not given) | 0.2 | -6.3 | -0.5 | -1.0
3 | COc1ccc(CN2CCN(Cc3cnn(C(C)C)c3)CC2CCO)c(F)c1 (stereo not given) | -0.1 | -2.7 | 0.3 | -0.6
4 | COc1ccc(/C=C(/NC(=O)c2ccc(Br)o2)C(N)=O)cc1 | -0.1 | -3.4 | -1.0 | 0.7
5 | COc1cccc(/C=N/NC(=O)c2cc(-c3cccn3C)n[nH]2)c1O | -0.9 | 18.2 | 0.4 | 38.2*
6 | CCCCC[C@H](O)/C=C/[C@@H]1[C@@H](C/C=C\CCCC(=O)N(CC)CC)[C@@H](O)C[C@H]1O | nt | -18.7 | 2.4 | nt
7 | Cc1ccc(CNC(=O)CCCCn2c(=O)[nH]c3ccccc3c2=O)cc1 | 0.0 | 3.4 | -0.1 | 4.6
8 | C/C=C/c1ccc(OCCCNC)c(OC)c1 | -0.5 | 30.8 | 6.1* | -15.3
9 | COc1ccc(NC(=O)C(=O)NNC(=O)c2ccccc2[N+](=O)[O-])c(OC)c1 | 0.0 | -10.2 | 0.0 | 3.6
10 | O=C(NCCCN1CCCC1=O)c1cncc(-c2cccs2)c1 | 0.3 | 25.1 | -0.8 | -23.4
11 | COc1cn2c(cc1=O)C(=O)N(CCNC(=O)COc1ccccc1C)CC2 | -0.3 | -1.1 | 0.5 | 10.2
12 | COc1ccc(C2CCN(CC(=O)N3CCOCC3)CC2)cc1 | -0.1 | 6.2 | 1.2 | -5.2
13 | COc1ccc(CNC(=O)CCNS(=O)(=O)c2ccc(Cl)cc2)cc1 | -0.1 | 3.5 | 0.5 | -10.5
14 | O=C(NC(=S)Nc1ccc(Cl)c(C(=O)O)c1)c1cncc(Br)c1 | 0.0 | 4.5 | -0.1 | -5.3
15 | COC(=O)c1cnc(N2CCN(C)CC2)c2ccccc12 | -0.3 | -8.8 | 1.7 | 1.3
16 | O=C(CCCC(=O)OCC(=O)c1ccc(Cl)c([N+](=O)[O-])c1)Nc1ccccc1 | 0.1 | -9.8 | -0.2 | 8.9
17 | COc1ccc(OC)c(NC(=O)COc2ccccc2[N+](=O)[O-])c1 | -0.1 | -2.1 | -0.1 | -44.5
18 | C=CCOc1c(Br)cc(C=O)cc1OCC | 0.2 | 14.1 | 1.1 | 7.4
19 | CN(C)CC(C)(O)c1ccc2c(c1)CN(C(=O)CCOc1ccccc1)CCO2 (stereo not given) | -0.1 | 18.3 | -1.2 | 0.3
20 | COc1cc2c(cc1NC(=O)C(C)N1CCNC(=O)C1)oc1ccccc12 (stereo not given) | 0.1 | -7.9 | -0.6 | -25.8
21 | CCOC(=O)C(=O)Nc1c(C)cc(C)cc1C | 0.1 | 11.4 | 3.0 | 2.2
22 | O=C(O)CC1C(=O)NCCN1Cc1ccc(F)c(F)c1 (stereo not given) | 0.0 | 10.8 | -0.8 | 3.5
23 | COc1c(S(=O)(=O)N2CCN(C34CC5CC(CC(C5)C3)C4)CC2)ccc(Cl)c1Cl | 0.0 | 3.2 | 2.4 | -9.3
24 | O=C(Cn1nnc(-c2ccccc2NC(=O)c2ccncc2)n1)NC1CCCCC1 | 0.6 | 27.0 | -1.1 | -2.2
25 | COc1ccc(S(=O)(=O)N(CC(=O)Nc2ccc(OC)cc2OC)c2ccc(C)cc2)cc1 | -0.1 | 2.9 | -0.2 | 6.7
26 | Cc1cc(C)nc(NC(=O)c2c[nH]c3ccc(F)cc3c2=O)n1 | 0.3 | 15.2 | 1.6 | 5.7
27 | CC(C)CNC(=O)c1cc2ccccc2oc1=O | -0.2 | -7.7 | 0.4 | -49.9
28 | Cc1ccc(C2CC(C(F)(F)F)n3nc(C(=O)NCc4cccs4)cc3N2)cc1 (stereo not given) | -0.1 | 8.0 | -0.3 | 18.2
29 | COc1ccc(CN2CCN3CCCC3C2C)cc1Br (stereo not given) | 0.1 | 13.0 | 1.2 | 2.4
30 | O=C(N/N=C/c1cccnc1)c1cc(-c2ccc(Br)cc2)n[nH]1 | 0.0 | 10.6 | -0.1 | 1.2
31 | COc1ccc(C(=O)/C=C/c2ccc(OC)c([N+](=O)[O-])c2)cc1 | 0.0 | 2.9 | 1.7 | 7.4
32 | Cc1ccc(N=C2SC(CC(=O)NCc3ccccc3)C(=O)N2C)cc1 (stereo not given) | 0.2 | 14.7 | -0.4 | 7.4
33 | COc1ccc2cc(CCNC(=O)c3ccccc3C)c(=O)[nH]c2c1 | 0.0 | -2.6 | 2.7 | 2.8
34 | CCCNc1nc2ccccn2c(=O)c1/C=C1\SC(=S)N(CC(C)C)C1=O | -0.1 | 16.2 | -0.9 | -1.1
35 | C=CCNc1cc(-c2ccc(F)cc2)nc(-c2cccnc2)n1 | 0.2 | 12.6 | -1.3 | 3.5
36 | c1csc(-c2nnc(COc3ncnc4ccccc34)o2)c1 | 0.1 | 5.0 | -0.3 | 0.6
37 | Cc1cc(NC(=O)COC(=O)c2cc(S(=O)(=O)N(C)C)ccc2Cl)no1 | -0.2 | -3.4 | 0.5 | 8.5
38 | O=C(Cn1c(=O)c2ccccc2n2nncc12)Nc1ccccc1C(F)(F)F | 0.1 | -7.7 | -0.1 | -2.2
39 | CCCCCNC(=O)CCn1c(=S)[nH]c2ccsc2c1=O | -0.1 | -4.1 | -0.9 | 8.5
40 | O=C1C(c2ccc(F)cc2)N(CCC2=CCCCC2)C(=O)CN1C1CCCCC1 (stereo not given) | 0.1 | 3.8 | -0.5 | 12.5
41 | CCOC(=O)C1CCCN(C(=O)NC2(C(F)(F)F)Oc3ccccc3O2)C1 (stereo not given) | 0.1 | 1.2 | 0.4 | 1.4
42 | COc1ncc(-c2nccnc2NCCCN2CCOCC2)c(OC)n1 | -0.2 | -2.2 | 0.3 | 1.9
43 | O=[N+]([O-])c1ccccc1/C=N/NC1=NCCCCC1 | 0.0 | -0.2 | -0.7 | -45.8
44 | O=C(COc1ccc(Cl)cc1Cl)Nc1cc(-c2ccccc2)nn1CCO | 0.2 | 4.2 | 5.9* | 4.1
45 | COc1ccc(SCCC(=O)Nc2nc3c(F)cccc3s2)cc1 | -0.2 | -0.3 | 1.0 | -2.3
46 | CCOC(=O)C1C(=O)CC(C)(O)C(C(=O)OCC)C1c1ccc(Cl)cc1 (stereo not given) | 0.3 | 17.0 | -0.5 | -3.6
47 | O=C1CN(CC(=O)Nc2ccc(Cl)cc2Cl)CCN1 | 0.0 | -7.3 | -0.5 | -1.8
48 | CCOC(=O)C1=C(C)NC2=C(C(=O)CC(c3cccs3)C2)C1c1cccc([N+](=O)[O-])c1 (stereo not given) | 0.1&-0.1 | 6.1&-3.6 | 2.7&-0.1 | 5.2&15.1
49 | C=CCC1(CC=C)CCCN1C(=O)CC1C(=O)NCCN1Cc1cccc(OC)c1OC (stereo not given) | -0.2 | 0.4 | -0.6 | -7.3
50 | O=C(NCC1CC1)C1CCN(c2nc3ccccc3[nH]c2=O)CC1 | -0.1 | 2.4 | -1.1 | 1.1
51 | Cc1ccccc1OCCNCCN1CCOCC1 | -0.1 | 3.9 | -0.2 | -8.0
52 | CCCNCc1cc(Br)ccc1OCC(=O)Nc1ccccc1 | 0.0 | -5.8 | -1.5 | -0.3
53 | O=C1N[C@@H](Cc2ccc(Cl)cc2)C(=O)N2CCN(CCc3ccccc3)C[C@H]12 | 0.0 | 10.2 | -0.6 | 6.6
54 | CCn1c2ccccc2n2c(=O)n(CC(=O)NC(c3ccccc3)c3ccccc3)nc12 | 0.0 | 5.0 | -0.2 | 2.4
55 | CN(C)c1ccc(/C=C/C(=O)NC(=O)c2ccccc2O)cc1 | 0.1 | -0.7 | -2.0 | -58.8
56 | Cc1nc2sccn2c1/C=N/N(C)C(N)=S | 0.0 | 8.7 | -0.4 | 7.0
57 | Cc1cc(N2C(=O)CSC2c2cccc([N+](=O)[O-])c2)ccc1Br (stereo not given) | -0.4 | -2.8 | 1.3 | -8.2
58 | Cc1cc(C(=O)Nc2ccc(OC(F)(F)F)cc2)no1 | 0.0 | 8.2 | 0.3 | -50.4
59 | O=C(CSc1nc2c(c(=O)n1CCc1ccccc1)SCC2)N1CCCCC1 | -0.2 | -4.4 | 0.5 | 4.0
60 | Cc1nc2c(sc3cc([N+](=O)[O-])cc(SCc4ccccc4)c32)c(=O)n1C | -0.1 | 8.8 | -0.6 | -3.8

(more compounds)
nr | canonical_smiles | FBW7 act | MITF inh | GPR151 activ | TEAD-YAP block
61 | CCOc1ccc2cc(C3=NN(C(=O)CCC(=O)O)C(c4ccc(C)cc4)C3)c(=O)[nH]c2c1 (stereo not given) | 0.0 | -15.1 | -2.3 | -1.3
62 | Cc1ccc(NC(=O)CSc2nc3ccccc3c(=O)n2Cc2ccco2)cc1C | -0.1 | 1.2 | 1.2 | 22.8
63 | O=S(=O)(Nc1cccc(-c2cn3ccccc3n2)c1)c1ccc(-c2ccccc2)cc1 | 0.0 | -1.3 | -1.6 | -24.7
64 | c1ccc(-c2nc(-c3cccs3)[nH]c2-c2cccs2)cc1 | 0.0 | 6.2 | 6.3* | 19.7
65 | Cc1cc(I)ccc1NC(=O)C1C2CCC(C2)C1C(=O)O (stereo not given) | 0.1 | -4.1 | 0.8 | 4.2
66 | CCCOc1ccc(CC(CC(=O)O)(C(=O)O)C(=O)O)cc1 | 0.4 | 12.4 | -1.5 | -1.2
67 | O=C(NCc1ccncc1)c1cccc(F)c1 | 0.0 | 6.9 | -0.8 | 5.4
68 | O=[N+]([O-])c1ccc(N2CCNCC2)cc1NCc1ccc(Cl)cc1 | -0.5 | -2.0 | 2.5 | -1.0
69 | O=C(Nc1ccccc1Cl)NC1CCCCC1 | 0.0 | -19.6 | -0.7 | -12.4
70 | COc1ccc(N2CCN(C(=O)CN3C(=O)c4ccccc4C3=O)CC2)cc1 | 0.1 | 7.6 | -0.7 | 3.1
71 | COC(=O)C1=NNC2(c3ccc(C)cc3)C(=O)N(c3ccc(C)cc3)C(=O)C12 (stereo not given) | 0.0 | 1.6 | -1.1 | 5.1
72 | O=c1oc2ccccc2cc1-c1nc(-c2ccc(Cl)cc2)cs1 | 0.1 | -5.0 | -1.3 | -17.1
73 | Cc1ccc(C)c(CN2CCN3C(=O)[C@@H](Cc4ccc(O)cc4)NC(=O)[C@H]3C2)c1 | 0.1 | 4.3 | 1.7 | -8.7
74 | CNC(=O)C(Sc1nnc(Nc2ccccc2C)s1)C(C)=O (stereo not given) | 0.1 | -7.7 | -2.1 | 1.4
75 | CN(C)CCNC(=O)C12CC3CC(C1)CC(c1ccccc1)(C3)C2 | -0.2 | -7.7 | 1.0 | -9.9
76 | COc1ccc(-n2c(-c3ccc(C)cc3)nc3c(cnn3-c3ccccc3)c2=O)cc1 | 0.5 | 21.1 | -1.0 | -22.8
77 | Cc1c(C(=O)N2CCN(c3cccc(Cl)c3)CC2)sc2ncn(CC(=O)N3CCC(C)CC3)c(=O)c12 | 0.1 | 4.0 | 0.7 | -5.8
78 | O=C(COC(=O)c1cc2ccccc2oc1=O)Nc1ccc(I)cc1 | 0.1 | 9.5 | 1.7 | -18.3
79 | COC(=O)c1ccc2c(c1)CC(c1nc3ccc(-c4ccnc(N)n4)cc3[nH]1)CO2 (stereo not given) | -0.1 | 0.7 | -0.6 | -1.5
80 | COc1ccc(OC)c(/C=C2/N=C(c3cccc([N+](=O)[O-])c3)OC2=O)c1 | 1.9* | 15.2 | 1.3 | 3.5

Three compounds picked at random from those above, as already listed:
nr | canonical_smiles | FBW7 act | MITF inh | GPR151 activ | TEAD-YAP block
74 | CNC(=O)C(Sc1nnc(Nc2ccccc2C)s1)C(C)=O (stereo not given) | 0.1 | -7.7 | -2.1 | 1.4
70 | COc1ccc(N2CCN(C(=O)CN3C(=O)c4ccccc4C3=O)CC2)cc1 | 0.1 | 7.6 | -0.7 | 3.1
61 | CCOc1ccc2cc(C3=NN(C(=O)CCC(=O)O)C(c4ccc(C)cc4)C3)c(=O)[nH]c2c1 (stereo not given) | 0.0 | -15.1 | -2.3 | -1.3

New compounds follow:
nr | canonical_smiles | FBW7 act | MITF inh | GPR151 activ | TEAD-YAP block
81 | O=C1CCCN2N=C(SCC(=O)N3CCCC3)SC2=N1 | 0.0 | 1.0 | -1.1 | -0.2
82 | CCCCN1CC(c2nc3ccccc3n2CCOc2ccccc2Cl)CC1=O (stereo not given) | 0.1 | 8.9 | 0.9 | -7.7
83 | O=C(NC1CCCC1)c1ccc2c(c1)ncn2-c1ccc(F)cc1F | 0.1 | -3.3 | -1.4 | -4.7
84 | Cc1cccnc1CC(C)NC(=O)c1cc(COc2cccc3cnccc23)on1 (stereo not given) | -0.2 | -0.1 | 0.6 | 16.4
85 | Cc1ccc(C2=NN(CC(=O)NCCN(C)C)C(=O)CC2)cc1 | 0.0 | 2.1 | 0.4 | -1.3
86 | COc1ccc(CNS(=O)(=O)c2ccc(F)c(C(=O)Nc3cccc(C)c3)c2)cc1 | 0.0 | 3.0 | 1.7 | 11.4
87 | N#Cc1ccc(/C=C/C(=O)c2cccs2)cc1 | -0.2 | 17.6 | -0.8 | -0.2
88 | CCOCCCNC(=O)CC1Sc2ccccc2NC1=O (stereo not given) | 0.0 | 10.0 | -0.7 | -9.5
89 | COc1cc(/C=N/N=C2\NC(=O)C(CC(=O)O)S2)ccc1OCc1ccccc1 (stereo not given) | 0.0 | 1.2 | -0.5 | -2.0
90 | O=C(O)/C=C/c1cccc(-c2cnn3ccc(Nc4ccc(N5CCOCC5)cc4)nc23)c1 | 0.2 | -3.6 | -1.6 | -0.1
91 | Cc1nn(C)c(C)c1NC(=O)CN1CCC(O)(c2ccc(F)cc2)CC1 | 0.0 | 13.5 | -0.2 | 4.4
92 | O=C(Nc1ccc(Br)cc1)c1ccco1 | 0.6 | -7.5 | 0.0 | -72.4
